PLAP inhibitors HTS – PLAP enzyme inhibitors, biochemical, luminescence, HTS (AID 690); purified PLAP, luminescent substrate; higher % means a stronger effect; inhibition, % at 20 µM; hits with a dose series show IC50 in µM; hit rate 0.08% among 96,000; in the data active means a potency from the dose series; inactive means the rest, 99 in 100 with inhibition below about 30%; further: strong numbers were not always called active
NFkB transloc pot – enhancers of NFkB p65 translocation in HUVEC – imaging, IL-1B stimulus, high-content imaging, primary screen; HUVEC IL-1B NFkB p65 nuclear translocation imaging; activation, % at 2 µM; hit rate 0.3% among 94,000;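 active means activation above 40%, about the mean plus 3 SD, also judged a hit on visual image review; inconclusive means activation above 40% but not a hit on visual review; inactive means activation not above 40% and no visual hit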;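 further: percent activation is computed from the nuclear over cytoplasmic p65 intensity ratio; values of inactives mirror those of a sister screen read the other way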
IL1B NFkB inh – inhibitors of IL-1B driven NFkB p65 nuclear import, primary screen, imaging, HUVEC, IL-1B stimulus, high-content imaging; hit rate 0.43% among 94,000; inhibition, % at 2 µM; HUVEC IL-1B NFkB p65 nuclear translocation imaging; AID 796, 2007;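 active means inhibition above about 30% together with a positive call from visual inspection of the well image, limit read from the data; inconclusive means inhibition above a set limit but visual check negative; inactive means inhibition not above a set limit, visual check negative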;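 further: nuclear over cytoplasmic p65 intensity ratio measured by imaging; 0% = IL-1B stimulated DMSO wells and 100% = unstimulated DMSO wells; values of inactives mirror those of a sister screen read the other way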
MRP resist rev – reversal of MRP1-mediated doxorubicin resistance, primary screen, H69AR cells, doxorubicin co-treatment; hit rate 0.04% among 85,000; differential viability (reversal), % at 10 µM; H69AR cells + 2 uM doxorubicin, CellTiter-Glo, 72 h;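 active means viability drop by adding the cancer drug above about 55%, with treated viability meeting a 40% cutoff, limit read from the data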;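 further: viability without doxorubicin minus viability with 2 µM doxorubicin for each compound; larger differential means the compound sensitizes cells more to doxorubicin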
Bcl-B displacement – displacers of TR3 peptide from Bcl-B, primary screen, selectivity assay for Bfl-1 inhibitor project, biochemical, fluorescence polarization | Bcl-2-like protein 10 (Homo sapiens) | FP displacement of FITC-TR3 peptide from Bcl-B; higher % means a stronger effect | displacement, % at 20 µM, or IC50 in µM where a hit was titrated | hit rate 0.11% among 96,000;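 active means displacement above 50% at 20 µM plus a fluorescence interference ratio under 1.5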;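 further: plate controls were wells without compound for no effect and wells lacking Bcl-B protein for full effect; a part of the inactive calls stands beside numbers as strong as those of hits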
MRP resist rev cytotoxicity – recorded beside MRP resist rev, whose call it bears; viability, %; H69AR cells, CellTiter-Glo, 72 h; measured here: cytotoxicity without doxorubicin
MRP resist rev with doxorubicin – also measured in MRP resist rev; calls as there; viability, %; measured here: viability with 2 uM doxorubicin; stronger effect = lower value
IL1B NFkB inh cell count 2 µM – further read-out of IL1B NFkB inh, marked with its call; cell count; measured here: cells passing quality filter;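 raw number of nuclei counted in each imaged well without normalization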
NFkB transloc pot cell count 2 µM – further read-out of NFkB transloc pot, marked with its call; cell count; measured here: cells passing quality filter
The depositor's hits bear a star; ? = inconclusive; / = no result given. The list is partial; count on the stated rates, not on these rows.

SMILES	PLAP inhibitors HTS	NFkB transloc pot	NFkB transloc pot cell count 2 µM	IL1B NFkB inh	IL1B NFkB inh cell count 2 µM	MRP resist rev	MRP resist rev cytotoxicity	MRP resist rev with doxorubicin	Bcl-B displacement
CCOc1ccc(C(CCc2ccccc2)NC(=O)c2ccccc2F)cc1OCC (configuration not stated)	-70%	-4	133	4	133	/	/	/	7%
COc1ccc(CC(=O)NC(c2ccccc2)c2ccccc2)cc1S(=O)(=O)N1CCOCC1	-7%	-1	160	1	160	/	/	/	0%
CC(=O)c1cn(CCCCCCCCCCn2cc(C(C)=O)c(=O)[nH]c2=O)c(=O)[nH]c1=O	9%	2	88	-2	88	/	/	/	1%
Cc1nn(-c2ccccc2C(=O)O)c(=O)c2ccccc12	-1%	11	170	-11	170	/	/	/	-2%
COc1ccc(CCNC(=O)c2cc(-c3ccc(C)cc3O)n[nH]2)cc1OC	-99%	21	137	-21	137	-22	78	100	1%
Clc1ccc2oc(-c3cccnc3NCc3ccccc3)nc2c1	5%	-14	112	14	112	/	/	/	1%
C=CCNc1nc(Cl)nc(Nc2ccc(OC)cc2)n1	10%	2	172	-2	172	/	/	/	8%
O=C(C1CCCN(S(=O)(=O)c2cccc3nonc23)C1)N1CCN(c2cccc(Cl)c2)CC1 (configuration not stated)	-17%	5	113	-4	113	-16	88	104	-10%
COc1ccc(CCNc2ccncn2)cc1OC	18%	10	148	-10	148	4	93	89	-1%
Cc1ccc(-c2nc(CSCC(=O)N3CCN(c4ccccn4)CC3)c(C)o2)cc1	-48%	-10	167	10	167	-7	80	86	22%
CC1CCN(S(=O)(=O)c2ccc3ncn(CC(=O)N(C)Cc4ccccc4)c(=O)c3c2)CC1	-36%	34	100	-34	100	11	93	82	3%
CCOC(=O)c1c(CN(CC)CC)oc2cc(Br)c(O)cc12	1%	-11	152	11	152	3	77	73	-3%
Nc1nc2nonc2nc1N1CCCCC1	19%	5	137	-5	137	0	95	94	38%
COc1ccc(S(=O)(=O)NCC2CCC(C(=O)NCc3ccco3)CC2)cc1 (configuration not stated)	9%	1	86	-1	86	6	94	89	-5%
Cc1nc(NC(=O)c2ccco2)sc1-c1csc(Nc2ccc(Cl)cc2Cl)n1	-20%	7	156	-7	156	/	/	/	/
COc1ccccc1CNC(=O)C1CCCN(S(C)(=O)=O)C1 (configuration not stated)	-7%	11	79	-11	79	5	98	92	-12%
CCCS(=O)(=O)c1c(S(=O)(=O)CCC)c2c(N)cccn2c1C(=O)c1ccc(F)cc1	-57%	-6	165	6	165	4	82	79	2%
O=S(=O)(N/N=C\c1c(F)cccc1Cl)c1ccc(Cl)cc1	10%	-1	134	1	134	/	/	/	2%
COc1cc(CNCCC2CCOC(C)(C)C2)ccc1O (configuration not stated)	-8%	-4	153	4	153	18	89	72	-18%
CC1(C)Oc2nc3ccccc3n2/C1=C\C#N	/	-1	126	1	126	17	111	94	/
CCN(CC)c1ncnc2c1[nH]c1ccccc12	26%	-4	79	4	79	-8	66	75	-10%
Cc1ccc(C(=O)CSc2nnc(-c3ccccc3)n2-c2ccccc2)o1	/	13	174	-13	174	0	81	80	/
Cc1cc(C(C)(C)C)oc1C(=O)N(CC(=O)NC1CCCC1)c1ccc(F)cc1	-76%	12	114	-12	114	/	/	/	16%
COCc1nnc(NC(=O)c2ccco2)s1	5%	5	110	-4	110	3	109	106	5%
CCOC(=O)C1CCN(c2c(NCCCN(CC)Cc3ccccc3)c(=O)c2=O)CC1	-25%	0	190	0	190	28	101	74	19%
Cc1nn(-c2ccccc2)c2sc(C(=O)OCN3C(=O)c4ccccc4C3=O)cc12	-43%	/	/	/	/	-11	56	68	3%
O=C(Cc1ccccc1)N/N=C/C=C/c1cccc([N+](=O)[O-])c1	6%	6	182	-6	182	/	/	/	-9%
Cc1cc(C)nc(NC(=O)c2c(-c3ccccc3Cl)noc2C)n1	-17%	2	135	-2	135	-11	99	110	6%
O=C1c2ccsc2SCCN1Cc1ccc(Cl)cc1Cl	7%	4	184	-4	184	22	99	77	4%
O=C(CN1C(=O)c2ccccc2C1=O)OC(C(=O)c1ccc(Cl)cc1)c1ccccc1 (configuration not stated)	18%	9	184	-9	184	/	/	/	-3%
CCCCCC(=O)Nc1cccc(-c2nc3ncccc3o2)c1	-8%	29	131	-29	131	14	82	68	-4%
CCCc1nc2scc(-c3ccc(C)cc3)c2c(=O)n1N	12%	-23	159	23	159	-38	46	84	-2%
COc1ccc2[nH]cc(CCN3C(=O)CCC3=O)c2c1	6%	5	191	-5	191	3	94	91	5%
O=C(COc1ccccc1-c1ccccc1)Nc1ccc(S(=O)(=O)NCc2ccco2)cc1	24%	8	168	-8	168	/	/	/	-91%
CCCCCC(=O)OC(CN1CCCCC1)CN1CCCC1=O (configuration not stated)	-24%	29	183	-28	183	/	/	/	10%
O=C(c1ccccc1)N1CCn2c(nc3ccccc32)C1	0%	/	/	/	/	1	91	89	4%
COc1ccc(S(=O)(=O)N2N=C(C)Oc3ccccc3C2=O)cc1	-9%	-16	155	16	155	-22	16	38	-2%
CCOc1ccc(-n2c(SCC(=O)Nc3ccc(OC)cc3OC)nc3c(c2=O)SCC3)cc1	1%	4	165	-4	165	11	77	66	4%
Cc1ccc(-c2nnn(CC(=O)N(Cc3ccco3)C(C(=O)NC(C)(C)C)c3cccs3)n2)o1 (configuration not stated)	/	6	120	-6	120	-14	69	83	/
Cn1c(CNc2nc(-c3ccccc3)cs2)nnc1SCC(=O)N1CCc2ccccc21	-16%	-6	101	6	101	16	95	79	-3%
N#C/C(=C/N1CCOCC1)c1ccccc1	-2%	5	128	-5	128	11	96	85	3%
COc1ccc(-c2noc(Cc3ccccc3OC)n2)cc1	-20%	10	53	-10	53	12	104	92	-12%
Cn1c(=O)c2c(SCC(=O)N3CCOCC3)nc(CC(C)(C)C)nc2n(C)c1=O	/	4	145	-4	145	-40	24	64	/
Cc1cc(=O)n2c(c1C#N)SC1CCCCC12O (configuration not stated)	-9%	-3	124	3	124	-2	92	94	-10%
O=C(CCCCCN1C(=O)c2ccccc2C1=O)NCCc1nc2ccccc2[nH]1	-59%	0	158	0	158	11	92	81	5%

Reprinted at random: 4 entries already listed.
SMILES	PLAP inhibitors HTS	NFkB transloc pot	NFkB transloc pot cell count 2 µM	IL1B NFkB inh	IL1B NFkB inh cell count 2 µM	MRP resist rev	MRP resist rev cytotoxicity	MRP resist rev with doxorubicin	Bcl-B displacement
O=C(C1CCCN(S(=O)(=O)c2cccc3nonc23)C1)N1CCN(c2cccc(Cl)c2)CC1 (configuration not stated)	-17%	5	113	-4	113	-16	88	104	-10%
O=C(Cc1ccccc1)N/N=C/C=C/c1cccc([N+](=O)[O-])c1	6%	6	182	-6	182	/	/	/	-9%
CC1CCN(S(=O)(=O)c2ccc3ncn(CC(=O)N(C)Cc4ccccc4)c(=O)c3c2)CC1	-36%	34	100	-34	100	11	93	82	3%
CCCCCC(=O)Nc1cccc(-c2nc3ncccc3o2)c1	-8%	29	131	-29	131	14	82	68	-4%

Later entries.
SMILES	PLAP inhibitors HTS	NFkB transloc pot	NFkB transloc pot cell count 2 µM	IL1B NFkB inh	IL1B NFkB inh cell count 2 µM	MRP resist rev	MRP resist rev cytotoxicity	MRP resist rev with doxorubicin	Bcl-B displacement
COC(=O)c1ccc(-c2nn(C)c(=O)c3ccccc23)cc1	4%	9	70	-9	70	5	87	82	-2%
CCN1CCC(NC(=O)c2cc(OC)c(OC)cc2OC)CC1	-33%	?	/	-46	140	2	95	93	-1%
CCn1c(SCC(=O)N2CCN(c3ccc(F)cc3)CC2)nc2ccccc2c1=O	-6%	1	186	-1	186	4	82	79	-2%
COc1cccc(NC(=O)COC(=O)c2ccco2)c1	/	6	157	-6	157	5	86	81	/
O=C(NCc1ccc2c(c1)OCO2)C1(S(=O)(=O)c2ccccc2)CC1	/	3	117	-3	117	-5	95	101	/
Cc1ccc(CNC(=O)C(OC(=O)c2ccco2)C(C)C)cc1 (configuration not stated)	-9%	/	/	/	/	12	94	81	-4%
COc1ccc(N/C=C(/C(C)=O)c2ccccc2)cc1	-6%	-2	133	2	133	/	/	/	1%
COc1ccc(C(=O)c2c[nH]c(C(=O)NCc3cccs3)c2)cc1	12%	11	181	-11	181	/	/	/	-1%
C/C=C/Cn1c(SC)nc2c1c(=O)[nH]c(=O)n2C	-8%	/	/	/	/	23	101	78	-4%
Cc1cc(C)cc(N(C(=O)c2ccc3c(c2)OCO3)C2C=CS(=O)(=O)C2)c1 (configuration not stated)	16%	1	86	-1	86	4	77	73	6%
C/C(=C\C(=O)c1ccc(Br)cc1)Nc1cccc(Cl)c1	/	6	92	-6	92	/	/	/	/
O=C(O)CCSc1nc2ccccc2s1	6%	30	130	-30	130	-4	91	95	-4%
COc1cccc(C2=N/C(=C\N(C)C)C(=O)O2)c1	2%	36	127	-36	127	-1	97	98	-9%
Oc1cccc(-c2nc3ccccc3s2)c1	5%	35	150	-35	150	-39	47	87	-1%
CCn1c(=O)c(NC(=O)c2ccccc2)c2n(c1=S)CCCCC2	6%	2	153	-2	153	/	/	/	0%
COc1ccc(NC(=O)CSc2ncccc2C(=O)OC(C)C)cc1OC	-8%	11	152	-11	152	16	98	82	-1%
Cc1ccccc1NC(=O)C1CC(Cl)=CCC1C(=O)O (configuration not stated)	-38%	8	194	-8	194	7	99	92	1%
Cc1ccc(S(=O)(=O)C2CCOC2=O)cc1 (configuration not stated)	-7%	3	61	6	148	6	102	96	-4%
CC(C)(C)NC(=O)C(c1ccncc1)N(C(=O)c1csnn1)C1CC1 (configuration not stated)	-11%	22	120	-22	120	10	96	87	2%
CCC(=O)N(CCc1ccccc1C)Cc1cc2cc3c(cc2[nH]c1=O)OCO3	-35%	6	220	-6	220	-20	81	101	-7%
Cc1cc(C)cc(NC(=O)CCNS(=O)(=O)c2ccc3c(c2)oc(=O)n3C)c1	/	-17	117	17	117	4	93	89	/
COc1ccc(-c2nc(CSCC(=O)NCc3ccc4c(c3)OCO4)c(C)o2)cc1OC	-42%	/	/	/	/	/	/	/	3%
CCC1CCCCN1C(=O)CSc1nc2c(cnn2-c2ccc(C)cc2)c(=O)[nH]1 (configuration not stated)	-25%	4	50	-4	50	-5	50	55	0%
Cc1ccc(NC(=O)CN2C(=O)S/C(=C\c3ccc(-c4cccc(C(=O)O)c4C)o3)C2=O)cc1	-61%	-1	192	1	192	5	104	99	-30%
COc1cccc(CN2C(=O)CCC2(C)C(=O)NC2CCCCC2)c1 (configuration not stated)	4%	/	/	/	/	3	87	84	2%
O=C(NC1CCCCC1)N1CCc2[nH]c3ccccc3c2C1	-13%	4	124	-4	124	2	72	69	10%
Cc1ccc(C)c(NC(=O)CS(=O)(=O)c2c[nH]c3ccccc23)c1	6%	-6	101	6	101	7	88	82	-9%
O=C(CCN1C(=O)c2ccccc2C1=O)OCN1C(=O)c2ccccc2C1=O	14%	7	55	-7	55	-4	94	98	-3%
CCN(CCCNC(=O)COc1cc(=O)n(CC)c2ccccc12)Cc1ccccc1	-57%	/	/	/	/	7	69	62	-17%
CCOc1ccccc1NC(=O)C1CCC(CNc2c(N3CCOCC3)c(=O)c2=O)CC1 (configuration not stated)	-14%	/	/	/	/	5	87	83	-2%
COc1ccc(C(C#N)N2N=C(C)CC2(C)C)cc1OC (configuration not stated)	6%	12	180	-12	180	-13	90	104	-6%
Cc1cc(Nc2ccc(N3CCC(C)CC3)cc2)n2ncnc2n1	-97%	29	172	-29	172	1	67	66	8%
Cc1cc2nc(C)n3c4ccccc4nc3n2n1	-1%	21	129	-21	129	-15	74	88	8%
CC(C)C(NC(=O)COc1ccc2ccccc2c1)C(=O)N/N=C/C=C/c1ccccc1 (configuration not stated)	-33%	8	182	-8	182	/	/	/	2%

Single values from the results shown:
`COc1ccc(C(C#N)N2N=C(C)CC2(C)C)cc1OC` (configuration not stated) @ MRP resist rev cytotoxicity: 90
`Cc1cc2nc(C)n3c4ccccc4nc3n2n1` @ IL1B NFkB inh: -21
`Cc1cc(Nc2ccc(N3CCC(C)CC3)cc2)n2ncnc2n1` @ NFkB transloc pot: 29

Screening data from PubChem.
